H9c2 TAG inh: inhibitors of triacylglycerol accumulation; H9c2 cells, Nile Red lipid (TAG) fluorescence; cells loaded with 200 µM oleic acid; inhibition, % at 12.5 µM; hit rate 0.66% among 230,000;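 active = pattern-corrected inhibition of lipid staining of at least 50% with the nuclear-stain viability signal not falling by more than 50%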;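 also: 0% = DMSO wells and 100% = triacsin C control wells; some results filed as inactive read as strong as hits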
H9c2 TAG inh DAPI viability: second read-out of H9c2 TAG inh, no call of its own (marks repeat the call); DAPI nuclei signal change (viability), lower = more cytotoxic, %;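 whole-well DAPI fluorescence read on a plate reader as a viability signal; minus 50 percent equals half of cells still viable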
* = called active by the depositor.

SMILES	H9c2 TAG inh	H9c2 TAG inh DAPI viability
CC(Sc1nnc(C(C)Oc2ccc(F)cc2)o1)C(=O)NCc1ccc2c(c1)OCO2 (centres undefined)	-6	7
CN(C)c1ccc(N=Nc2nccs2)cc1	15	2
CCN1C[C@@H]2[C@@H]3C(=O)N(Cc4ccccc4)C(=O)[C@@H]3[C@](Cc3ccccc3)(C1=O)N2C(=O)c1ccc(Br)cc1	-13	-3
COc1ccccc1NC(=S)NNC(=O)c1ccccc1Br	-6	4
COc1cc(C(=O)NCc2ccc(C(=O)NCC(OC)OC)cc2)cc(OC)c1OC	11	-9
C=CCNc1nc(Nc2ccc(OC)cc2)nc(OC)n1	-23	-9
COc1ccc(C(=O)NC(C)CCc2ccccc2)cc1 (centres undefined)	-13	-1
O=C(c1c(F)cccc1Cl)N1CCN(S(=O)(=O)c2ccc3c(c2)OCCCO3)CC1	6	0
CCOC(=O)c1ccc(-n2c(CN(CC)CC)nc3ccc([N+](=O)[O-])cc3c2=O)cc1	0	2
Cc1ccc2nc(NC(=O)c3ccc(Cn4cc(Cl)cn4)o3)sc2c1	-16	0
COc1ccc(NC(=O)CC2Oc3ccccc3NC2=O)cc1 (centres undefined)	6	-8
COc1ccc2nc(N(CCN(C)C)C(=O)c3ccc4ncsc4c3)sc2c1	-4	-4
Cc1nc2ccc(S(=O)(=O)NC(C(=O)N3CCCC3)C(C)C)cc2s1 (centres undefined)	-1	7
COc1ccccc1CCc1nnc(CCC(=O)NC(C)Cc2ccsc2)o1 (centres undefined)	6	-9
C=CCN(c1ccccc1OC)S(=O)(=O)c1ccc(Cl)c(C(=O)NCc2ccco2)c1	-2	3
CCOc1cccc(-c2nnc3sc(COc4ccc(Cl)cc4)nn23)c1	1	1
N#CCCN(Cc1cccnc1)C(=O)Nc1ccccc1	3	-10
CNC(=O)COC(=O)c1cccc(S(=O)(=O)N2CCN(c3ccc(F)cc3)CC2)c1	3	-8
C=CCNC(=S)Nc1ccc(Cl)cc1	1	-7
Cc1nccn1CCOc1ccccc1Cl	-9	-3
CC(=O)c1ccc(NC(=O)c2ccc(N3CCCC3=O)cc2)cc1	5	-9
CCc1ccc(C(O)c2ncc(-c3ccc(Cl)cc3)[nH]2)cc1 (centres undefined)	-23	9
Cc1ncc2c(n1)NC(=O)NC2	-3	0
CCOC(=O)c1c2c([nH]c(=S)c1C#N)CCCC2	2	10
COc1ccccc1COC(=O)CN1C(=O)NC2(CCCCC2C)C1=O (centres undefined)	-13	11
CCCCOc1ccc(-c2c(C(=O)Nc3ccccc3)c(C)[nH]c(=S)c2C#N)cc1	-5	15
COc1ccccc1OCCSc1nc2ccc([N+](=O)[O-])cc2s1	-2	-4
Cc1cc(C)c2sc(N(CCCN(C)C)C(=O)COc3ccc(Cl)cc3)nc2c1	30	2
O=C(Nc1cccc([N+](=O)[O-])c1)N1CCc2ccccc2C1	-6	1
O=C(/C=C/c1cccc(C(F)(F)F)c1)N1CCN(c2ccccn2)CC1	4	-1
Cc1ccc(-n2ncc3c2CCCC3NC(=O)CCc2cnn(C)c2)cc1C (centres undefined)	-1	-4
COCCNC(=O)CN(C(=O)Cn1nnc2ccccc21)c1cccc(C)c1C	-7	-6
Cc1onc(-c2ccccc2Cl)c1C(=O)OCC(=O)N1CCCc2ccccc21	4	-7
Fc1ccc2cc(CCO[C@H]3CCCCO3)ncc2c1	-1	5
CCc1n[nH]c(=S)n1/N=C/c1c[nH]c2ccc(Br)cc12	12	-9
CC(=O)Nc1cccc(Oc2nc(-c3ccccn3)nc3ccccc23)c1	24	-1
O=Cc1ccc(-n2cc(C=O)c3ccccc32)cc1	3	4
CCc1cc(C(=O)N=Nc2c(O)[nH]c3ccc([N+](=O)[O-])cc23)c2ccccc2n1	9	-9
Nc1nc(SCCO)[nH]c(=O)c1NC(=O)c1ccco1	-10	3
CCCN(CC(=O)Nc1c(C)cccc1CC)C(=O)SCC	13	3

Some of the entries so far, in markdown.
| Molecule | H9c2 TAG inh | H9c2 TAG inh DAPI viability |
| --- | --- | --- |
| Nc1nc(SCCO)[nH]c(=O)c1NC(=O)c1ccco1 | -10 | 3 |
| CCCN(CC(=O)Nc1c(C)cccc1CC)C(=O)SCC | 13 | 3 |
| CCc1cc(C(=O)N=Nc2c(O)[nH]c3ccc([N+](=O)[O-])cc23)c2ccccc2n1 | 9 | -9 |
| CCc1n[nH]c(=S)n1/N=C/c1c[nH]c2ccc(Br)cc12 | 12 | -9 |
| COCCNC(=O)CN(C(=O)Cn1nnc2ccccc21)c1cccc(C)c1C | -7 | -6 |

More structures follow.
SMILES	H9c2 TAG inh	H9c2 TAG inh DAPI viability
COc1ccc(O)c(/C=N/c2nc3ccccc3n2C)c1	5	-6
CCOC(=O)C1=C(O)/C(=C\c2ccc(CNS(=O)(=O)c3ccc(Br)cc3)o2)N=C1C	-4	1
CSc1sc(-c2ccnc(SCC(=O)C(C)(C)C)n2)c2c1C(=O)CC(C)(C)C2	22	-4
CN1CCCC(C)(C(=O)Nc2ccc3scnc3c2)C1 (centres undefined)	-2	9
Oc1ccc(Cl)cc1C1=NNC(c2cccs2)C1 (centres undefined)	8	8
COc1ccc(CNC(=S)NCc2ccc(OC)cc2)cc1	-3	-7
CC(C)c1cc(C(F)(F)F)n2nc(C(=O)Nc3ccc(-n4cnnn4)cc3)cc2n1	10	14
Cc1c(NC(=O)C2CCCNC2=O)c(=O)n(-c2ccccc2)n1C (centres undefined)	17	-10
S=C(NCc1ccccc1)N1CCn2cccc2C1c1cccnc1 (centres undefined)	-7	-4
COc1ccc(NC(=O)c2n[nH]c(=O)c3ccccc23)cc1S(=O)(=O)N1CCCCC1	2	0
COC1(OC)C=CC(=O)C=C1NC(=O)c1ccccc1OC(C)=O	31	-18
CC(C)C(=O)Nc1nnc(SCC(=O)Nc2ccc3c(c2)OCCO3)s1	1	3
N#Cc1ccccc1CN1C(=O)S/C(=C/c2cccn2-c2ccc(C(=O)O)cc2)C1=O	5	1
CCCS(=O)(=O)NC(=O)C1(C)CCN(C(=O)c2cc(OC)c(OC)c(OC)c2)C1 (centres undefined)	0	-7
CCOc1cccc(NC(=O)C2CC(=O)NC(=Nc3ccccc3)S2)c1 (centres undefined)	-6	4
C/C=C/c1ccccc1OCc1ccc(C(=O)OC)o1	-6	3
Cn1c(-c2ccccc2)c(CCO)c2ccccc21	12	-4
COc1cccc(/C=C/C(=O)OCC(=O)NCC2CCCCC2)c1OC	-17	5
Cc1ccc(/C(N)=N/OC(=O)c2ccc3ccccc3c2)cc1	-3	7
COc1ccc(N2CCN(CC(=O)NC(=O)NCc3ccccc3)CC2)cc1	-5	-4

Full records as entered above. Screens in order: H9c2 TAG inh | H9c2 TAG inh DAPI viability
COc1ccc(N2CCN(CC(=O)NC(=O)NCc3ccccc3)CC2)cc1 across the screens: -5 | -4
Cc1ccc(/C(N)=N/OC(=O)c2ccc3ccccc3c2)cc1 across the screens: -3 | 7

Ordered by formula weight (ascending): some entries from above
SMILES	H9c2 TAG inh	H9c2 TAG inh DAPI viability
Cc1ccc(/C(N)=N/OC(=O)c2ccc3ccccc3c2)cc1	-3	7
COC1(OC)C=CC(=O)C=C1NC(=O)c1ccccc1OC(C)=O	31	-18
N#Cc1ccccc1CN1C(=O)S/C(=C/c2cccn2-c2ccc(C(=O)O)cc2)C1=O	5	1

(listing goes on)
SMILES	H9c2 TAG inh	H9c2 TAG inh DAPI viability
Cc1ccccc1CS(=O)(=O)Cc1ccc(C(=O)NCCCN2CC(C)CC(C)C2)o1 (centres undefined)	6	0
CCn1nnc(-c2ccccc2NS(=O)(=O)c2ccc(S(=O)(=O)N(C)C3CCCCC3)cc2)n1	2	-6
CC(=O)Nc1ccc(C(=O)NC2CCCC2)cc1	11	5
NS(=O)(=O)c1ccc(NC(=O)CCC(=O)O)cc1	5	8
O=C(Nc1nnc(-c2ccccc2)o1)c1cccc(S(=O)(=O)N2CCOCC2)c1	8	7
CCN(CC)C(=O)Cc1c(OC)ccc2cc(Br)ccc12	7	-5
O=C(c1cccnc1)N(Cc1ccccc1)C1(C(=O)Nc2ccccc2)CCCCC1	8	0
COc1ccc(C(C(=O)OC(C)CN(C)C)c2ccccc2)cc1 (centres undefined)	-8	0
Cc1ccc(CNC(=O)CCS(=O)(=O)c2ccc(Br)cc2)cc1	-8	2
COc1cc(C2(c3ccc(O)c(OC)c3)C(=O)Nc3c(C)cc(Br)cc32)ccc1O	-13	11
COc1cc(OC)c(OC)cc1CNc1nnnn1C	5	-7
COc1ccccc1C1=NNC(=NCc2ccccc2)SC1	-3	-2
CCn1c(COc2ccc(=O)n(-c3ccccc3)n2)nnc1SCc1ccc(OC)cc1	-8	8
Nc1cc(=O)[nH]c(SCc2nnc(-c3ccccc3)o2)n1	6	17
CCN(C(=O)CSc1nnc(-c2cccc(F)c2)n1N)c1c(N)n(Cc2ccccc2)c(=O)[nH]c1=O	1	-6
CC(NC(=O)c1ccc(NC2=NC3CS(=O)(=O)CC3S2)cc1)c1ccccc1 (centres undefined)	1	-7
COc1cc2ccccc2cc1C(=O)Nc1ccccc1N1CCN(S(C)(=O)=O)CC1	12	12
O=c1oc(-c2ccco2)nc2sc3c(c12)CCCCC3	5	1
COc1cc(C=O)ccc1OCc1ccc(Cl)nc1	1	11
Cc1nnc(SCC2=C(C(=O)O)N3C(=O)C(NC(=O)c4cccc(F)c4F)C3SC2)s1 (centres undefined)	-25	0

Of the compounds above, 4 contain a nitro group on carbon:
SMILES	H9c2 TAG inh	H9c2 TAG inh DAPI viability
CCOC(=O)c1ccc(-n2c(CN(CC)CC)nc3ccc([N+](=O)[O-])cc3c2=O)cc1	0	2
COc1ccccc1OCCSc1nc2ccc([N+](=O)[O-])cc2s1	-2	-4
O=C(Nc1cccc([N+](=O)[O-])c1)N1CCc2ccccc2C1	-6	1
CCc1cc(C(=O)N=Nc2c(O)[nH]c3ccc([N+](=O)[O-])cc23)c2ccccc2n1	9	-9

Following part
SMILES	H9c2 TAG inh	H9c2 TAG inh DAPI viability
O=C(NC(CO)Cc1ccc([N+](=O)[O-])cc1)C(Cl)Cl (centres undefined)	1	-11
COc1cccc(NC(=O)CN(C)C(=O)c2cccc(S(=O)(=O)Nc3ccc(C)cc3)c2)c1	2	0
CSCCC1NC(=O)N(CC(=O)Nc2ccc3c(c2)OCCO3)C1=O (centres undefined)	3	-3
CC1CCCN(C(C(=O)Nc2ccc3c(c2)OCO3)c2ccccc2)C1 (centres undefined)	-11	-10
O=C(CN(CC1CCCO1)C(=O)CCC(=O)Nc1ccccn1)NCC1CCCO1 (centres undefined)	-4	3
O=C(O)Cn1c(-c2cscn2)nc2ccccc21	8	3
COc1ccc(CCNC(=O)COc2ncnc3ccccc23)cc1OC	18	-8
CCN(CC)S(=O)(=O)c1ccc(N2Cc3ccccc3C2=N)cc1	-5	1
Cc1ccc(Cn2c(CN3CCOCC3)nc3c2c(=O)n(C)c(=O)n3C)cc1	6	5
Cc1[nH]c(=O)[nH]c(=O)c1N(C)C	1	8
C[C@H](CO)N1C[C@H](C)[C@H](CN(C)Cc2ccc(C(=O)O)cc2)OCc2ccccc2-c2c(n(C)c3ccccc23)C1=O	-3	-3
CCOc1cc(C)c(S(=O)(=O)N2CCCCC2)cc1C	-37	1
Cc1cc(C)n(CC(=O)NNC(=O)c2ccc(NC(=O)CC#N)cc2)n1	0	-3
Cc1cccc(CC(=O)c2c[nH]c3ccccc23)c1	-12	1
CCOc1ccc2nc(NC(=O)c3ccc(OC)c(S(=O)(=O)N4CCOCC4)c3)sc2c1	21	1
CC(=O)NCCc1nc2cc(NC(=O)c3cccs3)ccc2n1C	-6	9
COC(=O)c1cnc(Nc2cccc(C(F)(F)F)c2)c([N+](=O)[O-])c1	5	-1
O=C(c1cccs1)N1C[C@@H](O)[C@H](n2cc(C3CC3)nn2)C[C@@H]1c1ccccc1	-6	-3
O=C1CCC/C1=c1\s/c(=C\c2cccnc2)c(=O)n1-c1ccccc1	-2	-3
COc1ccc(C(=O)Nc2cc3c4c(c2)C(C)C(=O)N4CCC3)c(OC)c1 (centres undefined)	18	-2

Screens deposited in PubChem by Sanford-Burnham Center for Chemical Genomics.

The list is partial; the hit share may differ from the screen's.
